All columns: NCI-60 one-dose screen, growth in % after 48 h at 10 µM unless noted; 100 = growth as untreated, 0 = no growth, -100 = all killed.
CCRF-CEM – CCRF-CEM leukemia. 77,000 tested, 7% active
RPMI-8226 – RPMI-8226 leukemia cells. 77,000 tested, 7.5% active. AID 1794781
MDA-MB-435 – MDA-MB-435 melanoma. 82,000 tested, 7.8% active. AID 1794794
HOP-62 – HOP-62 NSCLC | 80,000 tested, 3.9% active | AID 1794735
HOP-92 – HOP-92 NSCLC cells; 71,000 tested, 6.3% active
MOLT-4 – MOLT-4 leukemia cells. AID 1794779. 80,000 tested, 6.9% active
K-562 – K-562 leukemia. 78,000 tested, 7.4% active
SR – SR leukemia cells; 73,000 tested, 8.7% active; AID 1794780
* hit, by the source's call; & = joins results of further samples; [ ] = another dose, or the depositor's remark. How the source made its calls: active means growth percent below 10; inactive means the rest.

Screening COC(=O)c1cc(C(C)=O)n2c3ccccc3c3ccccc3c12 returned CCRF-CEM 85, RPMI-8226 88, MDA-MB-435 93, HOP-62 58, HOP-92 28, MOLT-4 73, K-562 86 and SR 65.
CCCSc1nc2c([nH]1)c(=O)n(C)c(=S)n2C was read as CCRF-CEM 97, RPMI-8226 97, MDA-MB-435 100, HOP-62 103, HOP-92 89, MOLT-4 98, K-562 115 and SR 107.
CC(C)n1cnc2c(=S)nc[nH]c21 was read as CCRF-CEM 91, RPMI-8226 73, MDA-MB-435 95, HOP-62 108, HOP-92 103, MOLT-4 57, K-562 70 and SR 75.
`O=C(NCCN1CCC(n2c(=O)[nH]c3cc(Cl)ccc32)CC1)c1ccc(F)cc1` gave RPMI-8226 86, MDA-MB-435 107, HOP-62 105, HOP-92 133, MOLT-4 103 and K-562 86.
COc1cc(/C=C/C(=O)c2ccc(NC(=O)CSc3nnc(-c4cc(-c5ccc(S(N)(=O)=O)cc5)nc5ccccc45)n3-c3ccccc3)cc2)cc(OC)c1OC was read as CCRF-CEM 73, RPMI-8226 19, MDA-MB-435 99, HOP-62 108, HOP-92 95, MOLT-4 80, K-562 79 and SR 33.
`CN=C(NC)c1ccc(NC(=O)c2ccc(C(=O)Nc3ccc(C(=NC)NC)cc3)c(Cl)c2)cc1` gave CCRF-CEM 102, RPMI-8226 97, MDA-MB-435 98, HOP-62 103, HOP-92 118, MOLT-4 97, K-562 91 and SR 93.
Screening CN(NC(=O)C(=O)NCc1ccco1)C(=O)NC1CCCCC1 returned CCRF-CEM 101, RPMI-8226 98, MDA-MB-435 113, HOP-62 105, HOP-92 103, MOLT-4 101, K-562 96 and SR 95.
For COc1cc(OC)c(C(=O)/C=C/c2cccc(C(F)(F)F)c2)c(OC)c1 the results were CCRF-CEM 4.4*, RPMI-8226 1.6*, MDA-MB-435 16, HOP-62 19, HOP-92 2.8*, MOLT-4 1.4*, K-562 12 and SR 6.1*.
O=S(=O)(O)c1ccc2c(S(=O)(=O)O)cc(S(=O)(=O)O)cc2c1 was read as RPMI-8226 106, MDA-MB-435 114, HOP-62 94 and HOP-92 99.
COc1ccc2cc(C(=O)NCCc3ccccc3)ccc2c1Br was read as CCRF-CEM 100, RPMI-8226 98, MDA-MB-435 111, HOP-62 89, HOP-92 103, MOLT-4 91, K-562 89 and SR 25.
`CCCCC(CC)Cn1c(=O)cc(C)c2ccccc21` (stereo not given) gave CCRF-CEM 87, RPMI-8226 69, MDA-MB-435 99, HOP-62 74, HOP-92 76, MOLT-4 95, K-562 95 and SR 126.
Screening COc1ccc(-c2no[n+]([O-])c2Nc2ccccc2Br)cc1 returned CCRF-CEM 109, RPMI-8226 94, MDA-MB-435 107, HOP-62 84 and HOP-92 73.
`O=C(CNc1nnc(-c2cccnc2SCc2ccccc2)s1)Nc1nc(Cl)cc(Cl)n1` gave CCRF-CEM 102, RPMI-8226 108, MDA-MB-435 114, HOP-62 95, MOLT-4 95, K-562 109 and SR 99.
Screening C#Cc1cccc(NC(=O)C2CCN(C(=O)C=C)CC2)c1 returned CCRF-CEM 99[8.25 µM], RPMI-8226 105[8.25 µM], MDA-MB-435 102[8.25 µM], HOP-62 101[8.25 µM], HOP-92 105[8.25 µM], MOLT-4 105[8.25 µM], K-562 111[8.25 µM] and SR 100[8.25 µM].
Brc1ccc(Oc2ccc(Br)cc2)cc1 was read as CCRF-CEM 114&94, RPMI-8226 118&99, MDA-MB-435 101&105, HOP-62 94, HOP-92 104&106, MOLT-4 113&94, K-562 105&97 and SR 118&90.
For COc1ccc(-c2nn(-c3cccc(NC(=O)Nc4ccccc4)c3)cc2-c2ccncc2)cc1Cl the results were CCRF-CEM 12, RPMI-8226 -35*, MDA-MB-435 -66*, HOP-62 46, MOLT-4 -2.7*, K-562 10 and SR -6.1*.
For O=C(OCCO)c1c(Cl)c(Cl)c(Cl)c(Cl)c1-c1c2cc(Br)c(=O)c(Br)c-2oc2c(Br)c(O)c(Br)cc12 the results were CCRF-CEM 106, RPMI-8226 98, MDA-MB-435 109, HOP-62 94, HOP-92 102, MOLT-4 103, K-562 91 and SR 113.
`C/C(=N\NC(N)=O)c1cccs1` gave CCRF-CEM 100, RPMI-8226 113, MDA-MB-435 106, HOP-62 84, HOP-92 101, MOLT-4 84, K-562 89 and SR 90.
`Cn1c(=O)c2[nH]c(=S)n(C)c2n(C)c1=O` gave CCRF-CEM 104, RPMI-8226 102, MDA-MB-435 104, HOP-62 87, HOP-92 85, MOLT-4 102, K-562 101 and SR 84.
Screening COc1cccc(-c2nc3sccn3c2-c2ccnc(NCCNS(=O)(=O)c3ccc(F)cc3)n2)c1 returned CCRF-CEM 64, RPMI-8226 67, MDA-MB-435 62, HOP-62 102, HOP-92 74, MOLT-4 57 and K-562 66.
`O=C1OC(c2ccccc2)=N/C1=C\c1ccc(/C=C2\N=C(c3ccccc3)OC2=O)cc1` gave RPMI-8226 118, MDA-MB-435 103, HOP-62 100, HOP-92 97, MOLT-4 109, K-562 102 and SR 113.
`O=C(CNc1ccc(S(=O)(=O)Nc2ncccn2)cc1)Nn1c(COc2ccccc2)nc2ccccc2c1=O` gave CCRF-CEM 104, RPMI-8226 94, MDA-MB-435 93, HOP-62 38, HOP-92 73, MOLT-4 93 and K-562 86.
Screening COc1ccc(C(c2ccc(OCCN(C)C)cc2)c2cc3ccccc3c3ccccc23)cc1 (stereo not given) returned RPMI-8226 13, MDA-MB-435 -25*, HOP-62 92, HOP-92 64, MOLT-4 5.8*, K-562 -30* and SR -31*.
Screening COC1C[C@H](O[C@@H]2C[C@H](O[C@@H]3C[C@H](O[C@@H]4C(=O)c5c(cc6cc(O[C@H]7C[C@@H](O[C@H]8C[C@@H](O)[C@H](O)C(C)O8)[C@H](O)C(C)O7)c(C)c(O)c6c5O)C[C@H]4C(OC)C(=O)[C@@H](O)[C@@H](C)O)OC(C)[C@H]3O)OC(C)[C@@H]2O)OC(C)[C@@H]1O (stereo not given in full) returned CCRF-CEM 6.5*, RPMI-8226 -1.8*, MDA-MB-435 -62*, HOP-62 -7.6*, HOP-92 -12*, MOLT-4 5.2*, K-562 4.9* and SR 10.

Three entries picked at random from those above, as already listed:
For O=C(OCCO)c1c(Cl)c(Cl)c(Cl)c(Cl)c1-c1c2cc(Br)c(=O)c(Br)c-2oc2c(Br)c(O)c(Br)cc12 the results were CCRF-CEM 106, RPMI-8226 98, MDA-MB-435 109, HOP-62 94, HOP-92 102, MOLT-4 103, K-562 91 and SR 113.
`Cn1c(=O)c2[nH]c(=S)n(C)c2n(C)c1=O` gave CCRF-CEM 104, RPMI-8226 102, MDA-MB-435 104, HOP-62 87, HOP-92 85, MOLT-4 102, K-562 101 and SR 84.
`O=C(CNc1ccc(S(=O)(=O)Nc2ncccn2)cc1)Nn1c(COc2ccccc2)nc2ccccc2c1=O` gave CCRF-CEM 104, RPMI-8226 94, MDA-MB-435 93, HOP-62 38, HOP-92 73, MOLT-4 93 and K-562 86.

Next section:
For CC(O)CN(CCO)CCO (stereo not given) the results were CCRF-CEM 95, RPMI-8226 104, MDA-MB-435 103, HOP-62 90, HOP-92 104, MOLT-4 95, K-562 124 and SR 77.
CC(=O)c1nnn(-c2c(C(=O)n3nc(C)cc3C)sc(=S)n2-c2ccccc2)c1C was read as CCRF-CEM 101, RPMI-8226 101, MDA-MB-435 108, HOP-62 107, HOP-92 113, MOLT-4 95, K-562 102 and SR 109.
`COc1ccc2oc(=O)cc(-c3sc(N4CCCC4)nc3-c3ccccc3)c2c1` gave CCRF-CEM 95, RPMI-8226 96, MDA-MB-435 57, HOP-62 80, HOP-92 100, MOLT-4 94, K-562 82 and SR 53.
`CCN1CCN(C(=O)NC(C(=O)NC2C(=O)N3C(C(=O)O)=C(CSc4nnnn4C)CSC23)c2ccc(O)cc2)C(=O)C1=O` (stereo not given) gave MDA-MB-435 104, HOP-62 105, MOLT-4 102 and SR 104.
COc1cc2c(cc1OC)N(CCO)C1=C(C(=O)OC1)C2c1cccc(Br)c1 (stereo not given) was read as CCRF-CEM 79, RPMI-8226 88, MDA-MB-435 18, HOP-62 88, HOP-92 83, MOLT-4 83, K-562 41 and SR 56.
C[C@@H]1CC[C@]2(C)[C@H](CC[C@@H]3O[C@@]32C)[C@@]1(C)CCc1ccoc1 was read as CCRF-CEM 100, RPMI-8226 102, MDA-MB-435 99, HOP-62 87, HOP-92 97, MOLT-4 96, K-562 96 and SR 95.
`Cc1[nH]c(/C=C/C(=O)c2ccc(C(F)(F)F)c(F)c2)c(C)c1C(=O)NCC(F)(F)F` gave CCRF-CEM 81&90, RPMI-8226 35&62, MDA-MB-435 85&96, HOP-62 97&95, HOP-92 84&98, MOLT-4 60&74, K-562 58&72 and SR 61&71.
`COc1cc(CNC(=O)CCCC/C=C/C(C)C)ccc1OCc1cn(-c2ccc(F)cc2)nn1` gave CCRF-CEM 80, RPMI-8226 68, MDA-MB-435 99, HOP-62 84, HOP-92 66, MOLT-4 83, K-562 69 and SR 77.
`COC(=O)c1c(C(=O)OC)c2ccc3c4ccccc4ccc3n2c1C(=O)OC` gave CCRF-CEM 101, RPMI-8226 104, MDA-MB-435 99, HOP-62 110, HOP-92 98, MOLT-4 114, K-562 117 and SR 95.
c1ccc(SCN2CCCCC2)cc1 was read as HOP-62 104, HOP-92 85, MOLT-4 86, K-562 104 and SR 91.
Screening CCCCCOC(=O)COc1ccc(Cl)cc1Cl returned CCRF-CEM 99, RPMI-8226 106, MDA-MB-435 107, HOP-62 103, MOLT-4 94, K-562 108 and SR 95.
Nc1ccccc1SCCO was read as CCRF-CEM 105, RPMI-8226 106, MDA-MB-435 101, HOP-62 101, HOP-92 91, MOLT-4 103 and K-562 105.

A draw from above in order of molecular weight, highest first.
`O=C(NCCN1CCC(n2c(=O)[nH]c3cc(Cl)ccc32)CC1)c1ccc(F)cc1` gave RPMI-8226 86, MDA-MB-435 107, HOP-62 105, HOP-92 133, MOLT-4 103 and K-562 86.
`COC(=O)c1c(C(=O)OC)c2ccc3c4ccccc4ccc3n2c1C(=O)OC` gave CCRF-CEM 101, RPMI-8226 104, MDA-MB-435 99, HOP-62 110, HOP-92 98, MOLT-4 114, K-562 117 and SR 95.
For COc1cc(OC)c(C(=O)/C=C/c2cccc(C(F)(F)F)c2)c(OC)c1 the results were CCRF-CEM 4.4*, RPMI-8226 1.6*, MDA-MB-435 16, HOP-62 19, HOP-92 2.8*, MOLT-4 1.4*, K-562 12 and SR 6.1*.
Brc1ccc(Oc2ccc(Br)cc2)cc1 was read as CCRF-CEM 114&94, RPMI-8226 118&99, MDA-MB-435 101&105, HOP-62 94, HOP-92 104&106, MOLT-4 113&94, K-562 105&97 and SR 118&90.

Next compounds:
Screening Cc1c(N(C)CS(=O)(=O)O)c(=O)n(-c2ccccc2)n1C returned CCRF-CEM 97, RPMI-8226 99, MDA-MB-435 103, HOP-62 93, MOLT-4 83 and K-562 102.
For COC(=O)c1ccc(NC2=C(Cl)C(=O)C(C)=C(C)C2=O)cc1 the results were CCRF-CEM 9.1*, RPMI-8226 37, MDA-MB-435 7.2*, HOP-62 66, HOP-92 65, MOLT-4 9.1*, K-562 4.6* and SR 14.
For CNC(=O)c1cc(N2CCc3c2ccc(NC(=O)Nc2ccc(Cl)c(C(F)(F)F)c2)c3F)ccn1 the results were CCRF-CEM 93, RPMI-8226 63, MDA-MB-435 90, HOP-62 78, HOP-92 100, MOLT-4 97, K-562 90 and SR 70.
For CCOC(=O)C1=NN(c2ccccc2)C(=O)/C1=C\N1C(=O)CC(=O)NC1=S the results were CCRF-CEM 96, RPMI-8226 93, MDA-MB-435 -22*, HOP-62 90, HOP-92 102, MOLT-4 99, K-562 98 and SR 93.
CC(C)(C)OC(=O)N1CC(Cn2cc(C(F)(F)F)c3c(Cl)ncnc32)C1 was read as CCRF-CEM -27*, RPMI-8226 -48*, MDA-MB-435 -83*, HOP-62 -84*, HOP-92 -65*, MOLT-4 -38* and SR -61*.
For Cc1cc(C)c(C(=O)c2cccs2)c(C)c1 the results were CCRF-CEM 98, RPMI-8226 98, MDA-MB-435 122, HOP-62 95, HOP-92 74, MOLT-4 104, K-562 98 and SR 86.
For CCOC(=O)C[n+]1cc2ccccc2cn1 the results were CCRF-CEM 100, RPMI-8226 98, MDA-MB-435 108, HOP-62 89, HOP-92 86, MOLT-4 102, K-562 99 and SR 101.
CCOC(=O)C(C(=O)OCC)C(c1ccccc1)N1CCN(c2ccccc2)CC1 (stereo not given) was read as CCRF-CEM 96, RPMI-8226 103&102, MDA-MB-435 100&102, HOP-62 105&116, HOP-92 87&98, MOLT-4 99&103, K-562 93&120 and SR 101&98.
CC(=O)[C@@]1(O)CC[C@H]2[C@@H]3CC[C@H]4C[C@@H](O)CC[C@]4(C)[C@H]3C(=O)C[C@@]21C was read as CCRF-CEM 86, RPMI-8226 102, MDA-MB-435 102, HOP-62 96, HOP-92 79, MOLT-4 94, K-562 100 and SR 98.
For COc1ccc2oc(=O)cc(Cc3cn4ccccc4nc3=O)c2c1 the results were CCRF-CEM 97, RPMI-8226 103, MDA-MB-435 103, HOP-62 103, HOP-92 100, MOLT-4 95, K-562 97 and SR 97.
For COc1ccc(-c2c(N)n[nH]c2-c2ccc(Cl)cc2O)cc1OC the results were CCRF-CEM 69, RPMI-8226 75, MDA-MB-435 70, HOP-62 92, HOP-92 69, MOLT-4 107 and K-562 75.

Assay outcomes as filed in PubChem BioAssay.
